# RT RNaseH block – inhibitors of HIV-1 reverse transcriptase RNase H; RT-RNase H RNA/DNA duplex cleavage, fluorescence; inhibition, % at 10 µM; 65,000 compounds, 1.9% hits; in the data active = inhibition above about 50%
# RmlCD inh mix – inhibitors of RmlC and RmlD coupled enzymes | RmlC/RmlD coupled enzyme inhibition, 384-well mixture HTS | inhibition, % at 5.5 µM | 110,000 compounds, 0.39% hits; in the data active = inhibition above about 30%, passing the limit was not always enough; also: strong numbers were not always called active
# * hit, by the source's call; · = no result given. The list is partial; the hit share may differ from the screen's.
# Under each structure: RmlCD inh mix, RT RNaseH block
COc1ccc(N(CC(=O)Nc2ccc(OC)c(Cl)c2)S(=O)(=O)c2c(C)noc2C)cc1
    3.7, -14.7
Cc1ccc2nc(SCC(=O)N(CC(C)C)c3c(N)n(CC(C)C)c(=O)[nH]c3=O)[nH]c2c1
    33.5, ·
O=C(NCCN1CCOCC1)c1ccc(=O)oc1
    43.1*, -1.8
O=C(NCCN1CCOCC1)c1cnn2c(-c3ccccc3)cc(-c3ccccc3)nc12
    14.4, ·
O=C(CCNS(=O)(=O)c1ccccc1F)NCc1ccc2c(c1)OCO2
    5.5, -19.1
CCOc1ccc(Nc2oc(-c3cccs3)nc2C#N)cc1
    -28.2, 2.2
O=C(c1ccc(NC2=NC3CS(=O)(=O)CC3S2)cc1)N1CCc2ccccc2C1 (centres undefined)
    13.2, -3.4
CCC(=O)c1ccc(OCC(O)CN2CCN(S(=O)(=O)N3CCCCC3)CC2)cc1 (centres undefined)
    -2.1, -1.8
COc1ccc(-c2nc(NC(=O)CSc3nnc4ccccn34)ns2)cc1
    0.1, ·
COc1cccc(-n2c(Cc3cc(=O)[nH]c(=O)[nH]3)nnc2SCC(=O)Nc2ccccc2)c1
    -16.7, -5.4
CCOC(=O)Cn1nnc2c(sc3nc4c(c(-c5ccc(Cl)cc5)c32)CCC4)c1=O
    16.9, ·
O=C(COC(=O)c1cnccn1)c1ccc(OC(=O)c2ccccc2)cc1
    5.7, 4.0
CCC(Sc1nc2c(cnn2-c2ccc(Cl)cc2)c(=O)[nH]1)C(=O)OC (centres undefined)
    -4.7, -2.0
COc1ccc2cc(C(c3nnnn3CC3CCCO3)N3CCOCC3)c(=O)[nH]c2c1 (centres undefined)
    -17.2, 0.0
O=C(Cc1n[nH]c(=O)[nH]c1=O)N/N=C/c1ccccc1
    -415.0, ·

# Entries of single compounds from above:
# `O=C(COC(=O)c1cnccn1)c1ccc(OC(=O)c2ccccc2)cc1` across the screens: RmlCD inh mix: 5.7; RT RNaseH block: 4.0
# `COc1ccc(-c2nc(NC(=O)CSc3nnc4ccccn34)ns2)cc1` across the screens: RmlCD inh mix: 0.1; RT RNaseH block: ·

# Later entries:
# Under each structure: RmlCD inh mix, RT RNaseH block
Cc1ccc(C)c(NC(=O)CCN2CCOCC2)c1
    0.8, -7.0
Cc1ccc(S(=O)(=O)CC2CSc3nc4ccccc4n32)cc1 (centres undefined)
    -2.7, ·
C=CCc1cccc2cc(C(=O)N3CCN(C(=O)c4ccco4)CC3)c(=O)oc12
    9.0, -4.6
CCOc1cc(S(=O)(=O)NCCc2cccc(C)c2)c(OCC)cc1-n1cnnn1
    4.3, -1.0
Cc1cc(C)cc(NC(=O)Nc2ccc3c(c2)N(C)C(=O)CS3)c1
    -10.3, ·
CN(C)c1oc(-c2ccccc2)nc1C#N
    -56.9, -52.0
CC(=O)c1cc(F)c(N2CCN(C(=O)Cc3ccccc3)CC2)cc1C
    -13.7, -6.5
Cc1cc(C)n2cc(CSc3nnc(-c4ccccc4)o3)nc2n1
    ·, -12.1
O=C(NCc1ccccc1)c1cccc(S(=O)(=O)N2CCOCC2)c1
    5.2, -2.5
O=C(Cn1ncc2c(=O)oc3ccccc3c21)N1CCCN(Cc2ccccc2F)C1
    -9.8, -1.9
CCC(c1nnnn1C(C)(C)CC)N(CCCO)Cc1cc2cc(C)cc(C)c2[nH]c1=O (centres undefined)
    7.4, -4.0
CCN(CC)Cc1c(C(=O)OC)nnn1-c1nonc1N
    -6.3, -7.4
COCc1nnc(NC(=O)C(C)C)s1
    -2.5, 3.6
Cc1ccc(CCNC(=O)C2CC(c3ccc(C(F)(F)F)cc3)=NO2)cc1 (centres undefined)
    -9.9, ·
O=C(NCCN1CCCC1)c1ccc(CS(=O)(=O)c2c(Cl)cccc2Cl)o1
    -12.1, -7.8
O=C(NCC(=O)N(Cc1ccccc1)C(C(=O)NC1CCCC1)c1cccnc1)c1ccco1 (centres undefined)
    4.8, ·
O=S(=O)(c1ccccc1)N1C2CCC1CC(O)(c1cccnc1)C2 (centres undefined)
    -15.6, -0.8
O=C(CSc1nnc(CNC(=O)c2ccccc2F)o1)NCCc1ccccc1
    -12.1, -4.2
O=C1CCCC2=C1C(c1cn(-c3ccccc3)nc1-c1cccs1)c1c([nH]c(=O)[nH]c1=O)N2 (centres undefined)
    18.2, 39.0
COc1ccc(/C=C(/NC(=O)c2ccc(C)cc2)c2nc3ccccc3[nH]2)cc1OC
    11.2, ·
Cc1nc2ccc(F)cc2cc1C(=O)NCc1ccco1
    115.4, -5.8
CCOc1ccc(CCNC(=O)c2cc3ccccn3n2)cc1OCC
    6.1, ·
COc1ccc(OC)c(Nc2nc(-c3cccc([N+](=O)[O-])c3)nc3ccccc23)c1
    7.1, ·
CN1/C(=C\C(=O)COc2ccc3c(c2)OCO3)C(C)(C)c2ccccc21
    ·, -13.8
COC(=O)c1ccc(Cc2ccccc2)o1
    -7.9, ·
CCCCc1n[nH]c2c1/C(=N/O)CC(C)(C)C2
    -10.8, ·
Cc1cc2n(n1)C(c1sccc1C)Nc1ccccc1-2 (centres undefined)
    8.5, -13.2
O=C1C2C3C=CC(O3)C2C(=O)N1CC(O)c1ccccc1 (centres undefined)
    8.9, -0.8
COCc1cc(=O)n2c([nH]c3ccccc32)c1C#N
    121.0, -5.9
O=C(CN1CCN(C(=O)c2cccc(F)c2)CC1)Nc1ccccc1F
    -18.5, -10.3
Cc1ccc(Nc2ncc3c(n2)CC(c2ccco2)CC3=O)c(C)c1 (centres undefined)
    -8.7, 2.0
CCC(c1nnnn1Cc1cccs1)N1CCN(c2nc3ccccc3s2)CC1 (centres undefined)
    -0.7, -6.7
COc1ccc2[nH]c(C(=O)O)c(CCC(=O)O)c2c1
    8.3, -10.0
CC(C)=CCCC1=CCC(/C(C)=N/NC(N)=O)CC1 (centres undefined)
    -14.4, ·
COc1cccc(NC(=O)CSc2ncnc3c2oc2ccccc23)c1
    7.8, -4.9
CCCCC(CC)CN1C(=O)/C(=C/c2ccncc2)SC1=S (centres undefined)
    3.8, ·
O=c1[nH]cnc2scc(C3COc4ccccc4O3)c12 (centres undefined)
    -17.2, -14.2
CSc1ccccc1-n1nnnc1SCC(=O)NCc1cccs1
    -12.1, -103.0
COc1ccc(CNC(=S)Nc2cc(C)ccc2C)cc1
    16.1, ·
O=C(COC(=O)C1CC(=O)N(c2ccccc2)C1)c1ccccc1 (centres undefined)
    -11.7, -37.7
Cc1ccccc1OCC(=O)N/N=C1\CCOc2c(C)cccc21
    -15.6, ·
O=C(Nc1ccc2c(c1)Cc1ccccc1-2)c1ccco1
    -8.8, -4.8
CC(C)(C)NCc1cccn1-c1sc2c(c1C#N)CCCC2
    2.9, -13.3
COc1ccc(N2CCN(C(=O)Cn3nnc(-c4ccc(OC)c(OC)c4)n3)CC2)cc1
    -18.6, 0.3
O=c1[nH]c2cc3c(cc2cc1CN(Cc1cccnc1)Cc1nnnn1Cc1ccco1)OCCO3
    27.1, ·
CN1C(=O)c2ccc(NC(=O)C3CCCCC3)cc2C1=O
    -25.0, -5.1
O=C(O/N=C\c1ccc(N2CCCCC2)c([N+](=O)[O-])c1)c1c(F)cccc1F
    -6.5, ·
COc1ccc(OC)c(NC(=O)CN(c2ccc(C)cc2)S(=O)(=O)c2c(C)noc2C)c1
    3.9, -32.1
CCOC(=O)c1c(NC(=O)CNCC(O)CO)sc(C)c1C (centres undefined)
    13.4, -10.5
O=C(CSc1ncn[nH]1)Nc1ccc(S(=O)(=O)N2CCCC2)cc1
    5.1, ·
C=CCNS(=O)(=O)c1sccc1/C=N/O
    -2.2, -12.1
CN(CC(=O)NC1CCCCC1)S(=O)(=O)c1cccc2nsnc12
    -11.1, -37.4
COc1cc(NC(=O)CCc2ccccc2)c(C(=O)O)cc1OC
    -9.0, -3.9
O=C1c2ccccc2S(=O)(=O)c2cc(N3CCOCC3)ccc21
    9.3, ·
N#Cc1ccc(Nc2ccccc2)c(N)c1
    -63.8, ·
CC(NC(=O)c1ccc(CS(=O)(=O)c2ccc(Cl)cc2)o1)c1ccc2c(c1)OCCO2 (centres undefined)
    -2.4, ·
O=C(Nc1ccc(C(F)(F)F)cc1)C1CC(=O)N(c2ccc3c(c2)OCCO3)C1 (centres undefined)
    3.5, ·
COc1c2ccoc2c(OCC=C(C)C)c2oc(=O)ccc12
    -15.6, ·
CCOc1cc(-c2nc(-c3ccccc3)c(-c3cc([N+](=O)[O-])ccc3C)[nH]2)ccc1O
    8.6, ·
Cc1cc(OCC(=O)Nc2ccc3c(c2)OCCO3)cc(C)c1Cl
    -2.8, ·

# Further records.
# Under each structure: RmlCD inh mix, RT RNaseH block
CCCn1c(=O)c(C(=O)Nc2cnccn2)c(O)c2ccccc21
    ·, -4.9
c1ccc(-c2c[nH]c3[n+]2CCCCC3)cc1
    8.3, ·
C/C=C/COC(=O)c1[nH]c2c(c1C)C(=O)CC(c1ccc(N(C)C)cc1)C2 (centres undefined)
    -2.7, -3.1
CCCCCCCCCCCCCCCC(=O)OC[C@H](COP(=O)([O-])OCC[N+](C)(C)C)OC(=O)CCCCCCCCCCCCCCC
    -5.3, ·
C=CCOc1nc2c(c(=O)n(C)c(=O)n2C)n1Cc1ccccc1Cl
    -6.3, 0.3
CC1(C)CC2(CCO1)OC(=O)CC2C(=O)NCc1ccccc1 (centres undefined)
    -11.2, -8.2
CC(C)N1C(=O)C2C(C(=O)NC3CCCCC3)C3C=CC2(O3)C1C(=O)NC1CCCCC1 (centres undefined)
    2.0, -8.1
CCOP(=O)(C#CC(C)(C)C)C(C)(O)c1ccccc1 (centres undefined)
    4.1, -5.6
O=C(CCc1ccc(S(=O)(=O)NC2CCCCC2)cc1)Nc1ccccc1
    -3.7, ·
O=C(c1cnc(-c2ccccc2)s1)c1ccc(Cl)cc1Cl
    -5.6, ·
CN(C)c1ccc(C=NCC2(O)CCOC(C)(C)C2)cc1 (centres undefined)
    -4.0, -11.6
CCN1CCN(C(=O)Nc2ccc(Cc3ccc(NC(=O)N4CCN(CC)CC4)cc3)cc2)CC1
    -8.0, 4.6
O=c1oc2ccccc2c(O)c1/C=C1\C=Nc2ccccc21
    -4.8, ·
COc1cc(OC)c(C#N)c(S(=O)(=O)Cc2ccccc2)c1
    -11.4, ·
Cc1ccc(S(=O)(=O)NCCN=C(CN2CCOCC2)NS(=O)(=O)c2ccc(C)cc2)cc1
    7.3, -11.0
CCOc1ccc(NC(=O)CCS(=O)(=O)c2ccc3c(c2)CCCN3C(=O)CC)cc1
    6.5, ·
CC1C2CC(C(S(=O)(=O)N3CCOCC3)C2=O)C1(C)C (centres undefined)
    0.9, -4.8
CNC(=O)C(C)NS(=O)(=O)c1ccc(F)cc1 (centres undefined)
    -0.1, ·
Cc1cc(O)c(C(C[N+](=O)[O-])c2ccc(Cl)cc2Cl)c(=O)o1 (centres undefined)
    8.0, ·
[O-]C1=N/[N+](=C/c2ccc(Cl)cc2)CC1
    -2.2, ·
Cc1[nH]n(-c2ccc(Cl)cc2)c(=O)c1C=Nc1ccc(S(=O)(=O)N2CCOCC2)cc1
    3.2, ·
O=C(NC1CC1)C1=C[C@@H](c2coc3ccccc3c2=O)C[C@@H](OCc2ccc(CO)cc2)O1
    -14.9, ·
CCC(NS(=O)(=O)c1ccc(OC)cc1)C(=O)NCCC1=CCCCC1 (centres undefined)
    5.8, ·
CCc1cccc(C)c1NC(=O)CCCC(=O)O
    5.3, 0.6
COc1ccccc1NC(=O)CSc1nnc(Cc2ccccc2)o1
    14.0, -68.9
O=C(c1ccc(S(=O)(=O)N2CCOCC2)cc1)N1CCN(c2ccc(F)cc2)CC1
    -5.7, -1.6
CCOC(=O)C1=C(C)NC2=C(C(=O)CCC2)C1c1cccnc1 (centres undefined)
    9.2, -17.9
O=C(CSc1nnnn1C1CCCC1)Nc1ccc(F)cc1
    8.2, ·
Cc1[nH]n2c(=O)c3c(nc2c1-c1ccccc1)CCC3
    -5.9, -4.1
Cc1nc2ccc(S(=O)(=O)NC(C(=O)N3CCn4c3nc3ccccc34)C(C)C)cc2s1 (centres undefined)
    -18.6, -9.5
CCOc1cc(CNc2ccc(O)cc2)ccc1OCc1ccc(Cl)cc1Cl
    -7.0, ·
CCCCCCNCc1cccc(Br)c1
    -9.4, ·
CCOC(=O)c1ccccc1NC(=O)Cn1cnc2c(cnn2-c2ccccc2)c1=O
    -19.4, -14.4
CN1CCN(c2ccc([N+](=O)[O-])cc2C(=O)c2ccc(Br)cc2)CC1
    -0.6, ·
Nc1c(Sc2ccccc2)c(=O)[nH]c(=O)n1Cc1ccccc1
    19.6, -30.9
Cc1c(Cl)c([N+](=O)[O-])nn1CC(=O)NC(C)C1CC2CCC1C2 (centres undefined)
    2.2, ·
COc1cc(Cn2ccnc2)c(OC)cc1Cn1ccnc1
    7.9, -9.6
Nc1nonc1C(=O)NCCNCc1cc(Br)ccc1OCc1ccccc1F
    -4.7, -51.7
O=C(NC1CC2CCCC(C1)N2C(=O)Nc1ccc(Cl)c(C(F)(F)F)c1)C1CC1 (centres undefined)
    6.9, ·
CCOC(=O)CSc1nnc(CNc2ccc(F)cc2)o1
    -6.8, -5.0
COc1ccc(CCNC(=O)C2CC(c3cccc([N+](=O)[O-])c3)=NO2)cc1 (centres undefined)
    4.9, ·
CCCC(CCC(=O)OC)(C(=O)OCC)c1csc(N)n1 (centres undefined)
    -9.5, -1.6
COc1ccc(-c2nnc(NC(=O)c3ccc(S(=O)(=O)N4CCc5ccccc5C4)cc3)o2)cc1
    ·, 49.7
Cc1ccc(-n2c(SCC(=O)Nc3cc(C)on3)nc3c(c2=O)SC(C)C3)cc1 (centres undefined)
    -4.8, 2.4
Cc1ccc(NC(=O)N(CCCN2CCOCC2)Cc2cc3cc4c(cc3[nH]c2=O)OCO4)cc1
    ·, 21.6
O=C(O)CN1CCOCCOCCN(CC(=O)O)CCOCCOCC1
    ·, 2.9
Cc1cccc(NC(=O)C2CCCN2C(=O)Oc2ccccc2)c1C (centres undefined)
    3.3, ·
